Screens as filed in PubChem.
RGS4 inhibitor = blocks human RGS4-accelerated GTP hydrolysis; 390,000 compounds, 0.039% hits; Transcreener GDP fluorescence polarization, RGS4-accelerated GTP hydrolysis; P49798; Potency, µM (titrated, usually from 114 µM), for the others: at the top dose activity change, negative = inhibition, usual class: inhibitors; AID 504845; also: % is scaled to controls: 0 for no effect and ±100 for the full control effect; nearly all actives have a fitted effect of over 75% in size; some results filed as inactive show a strong effect at the top dose
Target sequence (P49798 whole entry, looked up): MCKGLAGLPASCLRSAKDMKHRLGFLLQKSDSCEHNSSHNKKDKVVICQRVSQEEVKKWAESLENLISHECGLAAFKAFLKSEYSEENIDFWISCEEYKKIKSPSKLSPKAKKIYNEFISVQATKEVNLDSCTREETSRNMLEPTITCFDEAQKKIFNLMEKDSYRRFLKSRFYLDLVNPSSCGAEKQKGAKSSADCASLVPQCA
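MLSMR compounds (23 nl, pin-transferred) preincubated 10 min at room temperature with a 500nM (2x) first reagent, then RGS4 at 900nM (2x) plus Transcreener GDP mix added; fluorescence polarization (620/688 nm) read before and after 90 min at 30 °C.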
GLS inh = inhibitors of human glutaminase (GLS); GLS enzymatic activity, qHTS titration; O94925; Potency, µM (titrated, usually from 45.5 µM), without a hit: at the highest dose activity change, negative = inhibition, actives largely listed as inhibitors; 410,000 compounds, 0.21% hits; also: % is scaled to controls: 0 for no effect and ±100 for the full control effect
Target sequence (O94925 whole entry, looked up): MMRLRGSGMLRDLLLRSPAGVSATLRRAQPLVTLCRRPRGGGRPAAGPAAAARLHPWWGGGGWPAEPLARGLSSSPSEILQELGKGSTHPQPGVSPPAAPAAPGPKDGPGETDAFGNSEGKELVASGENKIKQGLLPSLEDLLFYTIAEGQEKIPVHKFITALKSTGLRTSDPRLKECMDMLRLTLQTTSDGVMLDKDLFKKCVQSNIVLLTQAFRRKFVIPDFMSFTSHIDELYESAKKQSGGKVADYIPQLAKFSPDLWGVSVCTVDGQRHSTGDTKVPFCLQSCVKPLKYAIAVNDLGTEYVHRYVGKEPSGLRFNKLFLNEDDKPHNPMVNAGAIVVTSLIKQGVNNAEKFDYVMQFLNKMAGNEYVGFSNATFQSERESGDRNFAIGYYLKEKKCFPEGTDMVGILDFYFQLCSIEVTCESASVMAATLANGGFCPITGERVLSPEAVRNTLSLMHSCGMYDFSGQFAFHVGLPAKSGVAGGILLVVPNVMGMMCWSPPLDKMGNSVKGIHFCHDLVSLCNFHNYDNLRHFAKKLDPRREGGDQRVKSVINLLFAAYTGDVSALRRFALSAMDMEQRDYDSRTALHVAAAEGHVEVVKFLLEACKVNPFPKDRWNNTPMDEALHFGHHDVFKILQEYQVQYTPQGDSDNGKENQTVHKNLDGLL
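Human kidney-isoform GLS in 45 mM KH2PO4 pH 8.2, 0.02% Tween-20, with compound, started with 1mM L-Glutamine (added stock). Glutamate oxidase/HRP/Amplex red coupled fluorescence read at start and after 30 min at RT.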
ALOX12 inh = inhibitors of human 12S-lipoxygenase ALOX12; P18054; purified 12hLO, xylenol orange hydroperoxide absorbance; Potency, µM (titrated, usually from 108 µM), for the others: top-dose activity change, negative = inhibition, hits mostly inhibitors; 580,000 compounds, 1.1% hits; AID 1671190; also: % is scaled to controls: 0 for no effect and ±100 for the full control effect
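Purified human 12hLO (150 nM final) in 25 mM Hepes, 0.01% Triton X-100, pH 7.0 was preincubated 15 min at room temperature with compound. Then 40 uM arachidonic acid was added, 30 min. Hydroperoxide was read by Fe-XO absorbance ratio 573/405 nm.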
Pin1 inh = blocks the human prolyl isomerase Pin1; Q13526; Pin1 FP peptide displacement, HiFluor488, 10 min; Potency, µM (top dose mostly 115 µM), for inactives: at the top dose activity, negative = inhibition, hits mostly inhibitors; 390,000 compounds, 0.009% hits; AID 504891; active = well fitted inhibition curve with a large enough effect in the polarisation, with a control signal flat, not every such curve was filed as active; inconclusive = small, poorly fitted or top-dose-only effect, or effect the other way, or a change in a side signal; inactive = no such curve, though single readings can be large or run the other way; the % refers to the polarisation; also: % is scaled to controls: 0 for no effect and ±100 for the full control effect
Target sequence (Q13526 whole entry, looked up): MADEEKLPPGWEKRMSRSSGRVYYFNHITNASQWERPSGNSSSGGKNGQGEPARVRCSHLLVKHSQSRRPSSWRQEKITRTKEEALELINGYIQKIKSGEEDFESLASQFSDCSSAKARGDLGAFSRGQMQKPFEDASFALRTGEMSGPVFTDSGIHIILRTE
Tb PGK inh = blocks T. brucei phosphoglycerate kinase | PGK/GAPDH coupled, Kinase-Glo luminescence, 60 min | Potency, µM (highest dose often 57.5 µM), without a hit: at the top dose activity change, negative = inhibition, hits mostly inhibitors | 380,000 compounds, 0.043% hits; also: % is scaled to controls: 0 for no effect and ±100 for the full control effect; nearly all actives have a fitted effect of over 60% in size
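Luminescent ATP detection (Kinase-Glo Plus) follows a 60-minute room-temperature incubation, with wells lacking PGK as controls. Buffer: 100 mM TEA (pH 7.6), 5 mM MgCl2, 0.01% Tween-20. Coupling enzyme GAPDH (100 nM final) supplies unstable 1,3-BPG in-well.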
HP1b binding inh = inhibitors of HP1-beta chromodomain binding to methylated histone tails | P83916 | AlphaScreen HP1-beta / biotin-H3K9me3 peptide binding | Potency, µM (series often up to 114 µM), inactives show at the highest dose activity change, negative = inhibition, usual class: inhibitors | 390,000 compounds, 0.56% hits; also: nearly all actives have a fitted effect of over 70% in size; inactives centre near 23
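HP1-beta protein (50 nM final) preincubated 30 min at room temperature with biotinylated H3(1-18)K9me3 peptide (50 nM) in PBS pH 7.4, 0.01% Tween-20, then compound added for 30 min. AlphaScreen streptavidin donor/nickel chelate acceptor beads (10 ug/mL final), 30 min dark, luminescence read.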
JMJD2A Tudor inh = inhibitors of human JMJD2A Tudor domain; O75164; AlphaScreen JMJD2A-Tudor / H3K4me3 peptide binding; Potency, µM (doses to about 114 µM), without a hit: at the top dose activity change, negative = inhibition, actives largely listed as inhibitors; 390,000 compounds, 4.4% hits; AID 504339; also: % is scaled to controls: 0 for no effect and ±100 for the full control effect; nearly all actives have a fitted effect of over 50% in size
rTrxR1 inhibitor = rat TrxR1 inhibition; AID 588453; recombinant rTrxR1, NADPH fluorescence consumption, selenite substrate; 390,000 compounds, 1% hits; Potency, µM (top dose mostly 114 µM), inactives show at the top dose activity change, negative = inhibition, actives largely listed as inhibitors; also: % is scaled to controls: 0 for no effect and ±100 for the full control effect; nearly all actives have a fitted effect of over 65% in size
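Rat TrxR1 (90 nM in the dispensed reagent) was pre-reduced with 400 uM NADPH for 5 min at room temperature, then incubated with compound for 15 min. After 400 uM selenite was added, NADPH fluorescence (Ex 340/Em 450 nm) was followed for 8 min.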
ERG-DNA inh = ERG Ets/DNA interaction inhibition. P11308. fluorescence polarization, His-ERG Ets domain / labelled DNA. Potency, µM (highest dose often 76.9 µM), for the others: top-dose FP activity, negative = inhibition, hits mostly inhibitors. 370,000 compounds, 0.028% hits. AID 624246; active = well fitted inhibition curve with a large enough effect in the polarisation, with a control signal flat; inconclusive = small, poorly fitted or top-dose-only effect, or effect the other way, or a change in a side signal; inactive = no such curve, though single readings can be large or run the other way; the % refers to the polarisation;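 also: polarization taken with two DNA probes labelled with fluorescein and Texas red; % of control where 0% means no effect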
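His-tagged ERG Ets domain (1 uM in the protein solution; 300mM KCl, 50mM Tris-HCl, 1mM EDTA, 1mM DTT, pH 7.5) received compound, then a probe mix of 5 nM fluorescein-DNA and 100nM Texas-615-DNA. Fluorescence polarization was read for both dyes.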
* marks the source's active call; other numbers are inactive results; i = inactive; ? = inconclusive; nt = no result given; [ ] = remark or other dose. Unless noted, calls follow the shape of the dose curve; as a rule, active = well fitted curve in the direction sought with a large enough effect; inconclusive = small, poorly fitted or top-dose-only effect, or another doubt; inactive = no such curve, though single readings can be large; an effect the other way counts as inactive or inconclusive. Potency is read from the fitted curve at half-maximal effect.

no.	compound	RGS4 inhibitor	GLS inh	ALOX12 inh	Pin1 inh	Tb PGK inh
1	O=C(Nc1sc2c(c1C(=O)O)CCC2)c1ccc(F)cc1	-34%	-2%	?	0%	-5%
2	Cc1ccc2c(c1C)C(=O)C(=O)N2	18%	9%	-5%	1%	-3%
3	CC1(C)C2CCC(C2)C1(C)NC(=O)CN1CCN(Cc2ccccc2)CC1 (centres undefined)	-11%	10%	?	-1%	i
4	O=C(COc1cc2oc(=O)c3c(c2cc1Cl)CCCC3)NCc1cccnc1	-9%[11.4 µM]	0%	10%	-3%	i
5	COc1ccc(C2=NNC(=O)CC2)cc1	0%	-1%	-20%	-2%	nt
6	CCOc1cccc(NC(=O)/C(C#N)=C\c2cn(CC(=O)O)c3ccccc23)c1	-18%	-6%	?	15%	i
7	O=C(NN(c1ccccc1)c1ccccc1)c1ccccc1F	0%	-5%	2%	2%	4%
8	COCCNc1nnc(SCC(=O)NC(=O)c2ccccc2)s1	7%	-1%	0%	2%	15%
9	CCOC(=O)C1=CN(Cc2cccc(F)c2)S(=O)(=O)N(C)C1c1ccc2ccccc2c1 (centres undefined)	-6%	-2%	5%	9%	0%
10	O=C(NCCc1ccc(C(F)(F)F)cc1)C1CCC(=O)N(CCCN2CCCC2=O)C1 (centres undefined)	15%	-1%	0%	-3%	-5%
11	CCCOC(=O)c1[nH]c2c(c1C)C(=O)CC(c1cccs1)C2 (centres undefined)	-15%	-2%	-8%	0%	0%
12	C=CCOc1c(CNc2nccs2)cccc1OCC	11%	14%	24%	6%	-1%
13	NC(CSCc1ccccc1Cl)C(=O)O (centres undefined)	-23%[56.9 µM]	0%	-21%	-1%	-6%
14	Cc1ccc(N2C(N)=NC(N)=NC2(C)C)c(C)c1	10%	5%	0%	2%	-5%
15	CC(C)(O)c1[nH]c2cc(F)ccc2c1C(C)(C)O	4%	14%	?	?	-1%

no.	HP1b binding inh	JMJD2A Tudor inh	rTrxR1 inhibitor	ERG-DNA inh
1	19%	-19%	14%[57.1 µM]	10%
2	16%	-25%	-6%	nt
3	16µM*	1.4µM*	14%[57.1 µM]	-2%
4	0%	-21%	-3%	-5%
5	14%	-14%	21%	-7%
6	17%	-31%	-13%	1%
7	13%	-5%	2%	1%
8	35%	-11%	6%[57.1 µM]	5%
9	44%[activator]	-6%	23%	-8%
10	22%	-11%	16%	-7%
11	20%	-9%	7%	0%
12	42%[activator]	-23%	-15%	8%
13	42%[activator]	-6%	?	-2%
14	40%[activator]	-2%	20%[57.1 µM]	5%
15	42%[activator]	-27%	20%	-7%

Entries from the list above that have a thiophene ring, fused or not, in the order listed:
no.	compound	RGS4 inhibitor	GLS inh	ALOX12 inh	Pin1 inh	Tb PGK inh
1	O=C(Nc1sc2c(c1C(=O)O)CCC2)c1ccc(F)cc1	-34%	-2%	?	0%	-5%
11	CCCOC(=O)c1[nH]c2c(c1C)C(=O)CC(c1cccs1)C2 (centres undefined)	-15%	-2%	-8%	0%	0%

no.	HP1b binding inh	JMJD2A Tudor inh	rTrxR1 inhibitor	ERG-DNA inh
1	19%	-19%	14%[57.1 µM]	10%
11	20%	-9%	7%	0%

The results go on.
no.	compound	RGS4 inhibitor	GLS inh	ALOX12 inh	Pin1 inh	Tb PGK inh
16	Cc1ccc(NC(=O)Nc2nnc(N3CCCC3)s2)cc1C	24%	-1%	-59%	7%	-3%
17	COc1ccc(Cc2nnc(-c3cccc(C)c3)o2)cc1OC	23%	5%	nt	3%	5%
18	Cc1ccc(CNC(=O)CSc2ccsc2[N+](=O)[O-])cc1	-7%	7%	-10%	5%	2%
19	Fc1c(F)c(-n2nnc3ccccc32)c(F)c(F)c1Cl	-2%	-2%	0%	-6%	i
20	CC(=O)Nc1cccc(NC(=O)CSc2nnc(NC(=O)C3CC3)s2)c1	22%	1%	1%	4%	0%
21	O=C(COC(=O)c1ccc(Br)o1)Nc1ncc(Cl)cc1Cl	31%	-3%	?	-1%	-7%
22	COc1ccc2oc(=O)c(/C(N)=N/NC(=O)c3ccncc3)cc2c1	?	-9%	-6%	15%	i
23	CCCc1cc(=O)[nH]c(SCC(=O)N2CCN(S(=O)(=O)c3ccc(Cl)cc3)CC2)n1	-11%	8%	-20%	1%	i
24	C[C@H]1COC(=O)[C@@H](Cc2ccc(F)cc2)C/C=C\C[C@@H](CC(=O)N[C@@H](CO)Cc2ccccc2)C(=O)N1	-13%	2%	-20%	0%	-10%
25	CC(Sc1ccccc1)C(=O)NN=C1CCCCCCC1 (centres undefined)	7%	3%	10%	-2%	13%
26	CCOc1ccc(C(=O)NCC(c2ccc3c(c2)OCO3)N2CCN(C)CC2)cc1 (centres undefined)	12%	1%	3%	-9%	-2%
27	COc1ccc(CN(C)C(=O)C2CCN(C(=O)Nc3ccccc3)CC2)cc1	-1%	-1%	9%	-2%	8%
28	O=C(COc1ccc(Cl)cc1)OCC(=O)N1CCCC1	-15%	-7%	0%	-6%	0%
29	COC(=O)C(Cc1ccccc1)N1CCS(=O)(=O)CC1 (centres undefined)	13%	2%	-2%	-3%	-5%
30	CCCCOC(=O)C1=C(C)NC(=O)NC1c1ccccc1 (centres undefined)	3%	3%	23%	2%	-9%

no.	HP1b binding inh	JMJD2A Tudor inh	rTrxR1 inhibitor	ERG-DNA inh
16	11%	-32%	12%	-5%
17	26%	-8%	3%	12%
18	26%	-4%	50µM*	3%
19	42%[activator]	13%	15%[57.1 µM]	-9%
20	22%	-6%	-4%	-5%
21	11%	?	3%	11%
22	17%[57 µM]	?	-9%	-2%
23	31%	-3%	-14%	5%
24	32%	-11%	5%[57.1 µM]	3%
25	19%	-6%	16%[57.1 µM]	-5%
26	12%[57 µM]	-13%	27%[57.1 µM]	-1%
27	11%	-15%	15%	2%
28	48%[activator]	-2%	-6%	-20%
29	15%	-4%	6%[57.1 µM]	-3%
30	39%[activator]	-3%	5%	-4%

Going on with the list:
no.	compound	RGS4 inhibitor	GLS inh	ALOX12 inh	Pin1 inh	Tb PGK inh
31	CCOc1ccc2nc(SCCNS(=O)(=O)c3ccccc3)sc2c1	-30%	0%	-15%	59%[activator]	-2%
32	S=C(NCc1ccco1)N/N=C/c1ccncc1	-2%	19%	?	-5%	i
33	O=[N+]([O-])c1ccc(Oc2cnc3ccccc3n2)cc1	11%	14%	-9%	5%	-3%
34	COc1ccc(-c2noc(N3CCC(C(=O)NCCCN4CC(C)CC(C)C4)CC3)n2)cc1 (centres undefined)	10%	-9%	-1%	-3%	0%
35	Cc1ccc2nccc(C(=O)N3CCCC(Nc4ccc(C)c(C)c4)C3)c2c1 (centres undefined)	-3%	2%	-3%	-5%	-9%
36	Cc1ccc(CNC(=O)c2csc3c2CCCCC3)cc1	1%	4%	0%	1%	1%
37	CCc1nnc(NC(=O)c2cc(S(=O)(=O)N3CCCCC3)ccc2N2CCOCC2)s1	19%	9%	-8%	0%	-7%
38	C=CCc1c(C)c(C#N)c2nc3ccccc3n2c1N1CCCCC1	11%	1%	230%[activator]	7%	0%
39	CCCn1c(=NC(C)=O)c(C(=O)OCC)cc2c(=O)n3ccccc3nc21	-11%	-1%	?	0%	-10%[11.5 µM]
40	COc1ccc(NC(=O)Cc2coc3cc(C)c(C(C)C)cc23)cc1S(=O)(=O)N1CCOCC1	-28%	8%	?	37%[activator]	3%
41	COc1ccccc1NC(=S)N(Cc1cccnc1)Cc1ccccc1Cl	?	0%	14%	4%	i
42	CCSc1nc2c(c(=O)[nH]1)C(c1ccc(C)cc1)C1=C(CCCC1=O)N2 (centres undefined)	3%	6%	-4%	2%	7%
43	CCN(CC)C(=O)c1cn(CC)c(=O)c2cc(OC)c(OC)cc12	40%	4%	-3%	-3%	-4%
44	CCC(=O)N1CCc2cc(Br)cc(S(=O)(=O)N3CCC(C(=O)Nc4ccccc4F)CC3)c21	-12%	-4%	-16%	5%	-8%

no.	HP1b binding inh	JMJD2A Tudor inh	rTrxR1 inhibitor	ERG-DNA inh
31	29%	-1%	21%[57.1 µM]	-7%
32	25%	-27%	-5%	1%
33	2%	-14%	6%[57.1 µM]	-3%
34	18%	-16%	25%	7%
35	35%	21%	22%	-4%
36	18%	-7%	-4%	-3%
37	29%	-2%	12%	1%
38	32%	-6%	-12%	9%
39	8%	-12%	13%	nt
40	8%	-30%	-19%	-6%
41	40%[activator]	-3%	19%[57.1 µM]	1%
42	7%	-3%[11.4 µM]	8%[57.1 µM]	-3%
43	16%	-11%	-13%	-7%
44	33%[activator]	-2%	16%	10%

The list is partial; count on the stated rates, not on these rows.
